# Assay outcomes as filed in PubChem BioAssay.
# Tb PFK block: inhibitors of T. brucei phosphofructokinase. O15648. T. brucei PFK, ADP-Glo luminescence. Potency, µM (titrated, usually from 57.5 µM), without a hit: at the highest dose activity, negative = inhibition, most hits filed as inhibitors. 0.17% of 330,000 active. AID 485367;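 note: potency is the fitted concentration of half-maximal effect; 0% = uninhibited 1x PFK enzyme wells and -100% = no-enzyme wells; nearly all actives have a fitted effect of over 60% in size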
#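 ADP-Glo luminescence quantified ADP after 45 min at room temperature, with 1.25 nM T. brucei PFK, 0.1 mM ATP and 0.5 mM fructose-6-phosphate in pH 8.0 TEA buffer. qHTS titrations up to 57 µM; curves classified by quality.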
# Mito fusion act: inhibitors of mitochondrial division or activators of mitochondrial fusion | S. cerevisiae fusion-defective mutant growth rescue, CellTiterGlo 48 h | Potency, µM (titrated, usually from 46.1 µM), inactives show at the top dose growth rescue (activation), most hits filed as activators | 0.23% of 320,000 active;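 note: potency is the fitted concentration of half-maximal effect; % of control where 0% means no effect; nearly all actives have a fitted effect of over 45% in size; temperature-sensitive fusion mutants such as fzo1-1 at 37 °C on non-fermentable ethanol glycerol medium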
#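 Growth-rescue viability read-out: after 48 h at the non-permissive 37C in glycerol/ethanol YPEG, yeast mitochondrial fusion mutants are measured by CellTiterGlo luminescence; compounds (23 nl pinned per well) restoring growth score as division inhibitors or fusion activators.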
# Chronic BCR inh: inhibitors of chronic active B-cell receptor signaling; 0.05% of 340,000 active; ABC-DLBCL IkBa-CBG/CBR reporter, luminescence ratio, 4 h; Potency, µM (highest dose often 46.1 µM), for inactives: at the highest dose ratio change, negative = lower green/red ratio, usual class: inhibitors; active = well fitted inhibition curve with a large enough effect in the signal ratio, with a control signal flat, not every such curve was filed as active; inconclusive = small, poorly fitted or top-dose-only effect, or effect the other way, or a change in a side signal; the % refers to the signal ratio;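 note: potency is the fitted concentration of half-maximal effect; plate controls were basal doxycycline-induced cells for no effect and cells given 10 µM MG132 for full effect; MG132 reads +100%, hits lower the ratio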
#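 Doxycycline induced both beetle luciferases in TMD8 lymphoma cells; IKK-driven degradation limits the IkappaBalpha-fused green signal, while red luminescence normalises for cell number and nonspecific effects. Compounds tested up to 46 uM, 4 hrs.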
# TSHR antag: human thyrotropin receptor antagonism | P16473 | TSHR-expressing cells, TSH-stimulated cAMP HTRF, 2 h; hits give low values | activity change, negative = inhibition, % at 11.5 µM | 0.2% of 330,000 active | AID 504810;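 active = activity change below a set negative limit, meaning inhibition stronger than a set level, cut at about -70% in these data; inconclusive = activity change between two set negative limits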; note: % is set by controls: 0 for no effect and ±100 for the full control effect
#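 Cell-based HTRF cAMP assay; TSHR cells + compound, TSH EC80 (4nM final), 2 h, 37 deg C. Lysis with anti-cAMP cryptate and cAMP-d2, 30 min RT, read 665/620 nm.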
# ELG1 DNA repair: inhibitors of ELG1-dependent DNA repair in HEK293T cells; HEK293T ELG1-luciferase reporter, luminescence, 16 h; DNA damage induced by 5-fluorouridine; Potency, µM (doses to about 46.1 µM), without a hit: at the highest dose activity change, negative = inhibition, actives largely listed as inhibitors; 2.3% of 330,000 active; note: potency is the fitted concentration of half-maximal effect; % is set by controls: 0 for no effect and ±100 for the full control effect; nearly all actives have a fitted effect of over 55% in size
#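 In this reporter screen, reduction of luminescence relative to DMSO vehicle indicated activity. Compounds and 5-fluorouridine were added together to 2,000 cells per well, incubated for 16 hr at 37 °C, then developed with ONE-Glo.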
# Eya2 phos inh: Eya2 (human) phosphatase inhibition | AID 488837 | recombinant Eya2, OMFP fluorescence dephosphorylation (OMFP is methylfluorescein phosphate) | 0.006% of 330,000 active | O00167 | Potency, µM (highest dose often 76.9 µM), for inactives: at the top dose activity, negative = inhibition, actives largely listed as inhibitors; note: potency is the fitted concentration of half-maximal effect; % is set by controls: 0 for no effect and ±100 for the full control effect
# Target sequence (O00167 whole entry, looked up): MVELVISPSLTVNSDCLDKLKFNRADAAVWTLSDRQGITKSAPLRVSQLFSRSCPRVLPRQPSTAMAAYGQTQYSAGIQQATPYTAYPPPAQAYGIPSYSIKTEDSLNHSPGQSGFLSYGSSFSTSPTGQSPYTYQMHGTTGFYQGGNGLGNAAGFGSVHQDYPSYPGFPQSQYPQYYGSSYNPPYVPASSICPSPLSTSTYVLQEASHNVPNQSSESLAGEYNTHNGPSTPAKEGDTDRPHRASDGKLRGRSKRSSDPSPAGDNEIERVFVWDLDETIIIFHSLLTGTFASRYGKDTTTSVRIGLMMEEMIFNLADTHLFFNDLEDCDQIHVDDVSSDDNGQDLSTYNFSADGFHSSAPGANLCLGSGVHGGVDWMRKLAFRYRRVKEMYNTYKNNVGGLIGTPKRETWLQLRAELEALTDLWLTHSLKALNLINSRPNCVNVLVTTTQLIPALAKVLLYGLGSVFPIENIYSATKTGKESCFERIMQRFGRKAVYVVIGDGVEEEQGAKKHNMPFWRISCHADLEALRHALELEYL
#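 Eya2 (0.2 uM) preincubated 10 min at ambient with compound, then OMFP substrate added at 50 uM; 10 min reaction in 50 mM HEPES pH 7.5, 50 mM NaCl, 5 uM MgCl2, 0.05% BSA, 1 mM DTT. Fluorescence read at Ex 485/Em 525 nm.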
# Integrin act MD: integrin-mediated muscular dystrophy alleviation activation; alpha7betagal myoblasts, beta-gal FDG fluorescence, 48 h; Potency, µM (doses to about 38.3 µM), for the others: at the highest dose activation, usual class: activators; 0.064% of 350,000 active; AID 624291;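 note: potency is the fitted concentration of half-maximal effect; 100% = response of the positive control SU9516; nearly all actives have a fitted effect of over 60% in size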
#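 alpha7betagal+/- myoblasts (passage 13, 250/well) treated 48 h at 37C with compounds at 1:260 dilution of DMSO stock. Lysed, then beta-galactosidase activity read as FDG fluorescence (ex 480/em 540) after 30 min, with pre-read for autofluorescence.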
# AT treatment: potential ataxia-telangiectasia treatments restoring KAP-1 phosphorylation; 0.19% of 320,000 active; […] A-T fibroblasts, KAP-1 phosphorylation AlphaLISA; neocarzinostatin DNA damage 30 min before lysis; Potency, µM (doses to about 57.5 µM), without a hit: top-dose activation, actives largely listed as activators; note: potency is the fitted concentration of half-maximal effect; % of control where 0% means no effect; nearly all actives have a fitted effect of over 45% in size
#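 hTERT-immortalized A-T patient fibroblasts ([…]), 500 cells/well in OPTI-MEM, 1% FBS, got compounds for 60 min, then NCS for 30 min at 37C. Lysates were then assayed for phospho-KAP-1 by AlphaLISA (anti-pKAP1 donor, anti-KAP1 acceptor beads), 6 hr at 25C.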
# TSG101-PTAP inh: blocks PTAP/TSG101 interaction to inhibit HIV-1 budding; Q99816; Fluorescence polarization, FITC-PTAP peptide / Tsg101 binding; Potency, µM (series often up to 115 µM), inactives show top-dose activity change, negative = inhibition, most hits filed as inhibitors; 340,000 tested, under 10 active; active = well fitted inhibition curve with a large enough effect in the main read-out, with a control signal flat, not every such curve was filed as active; inconclusive = small, poorly fitted or top-dose-only effect, or effect the other way, or a change in a side signal; inactive = no such curve, though single readings can be large or run the other way; note: potency is the fitted concentration of half-maximal effect; % of control where 0% means no effect
# Target sequence (Q99816 whole entry, looked up): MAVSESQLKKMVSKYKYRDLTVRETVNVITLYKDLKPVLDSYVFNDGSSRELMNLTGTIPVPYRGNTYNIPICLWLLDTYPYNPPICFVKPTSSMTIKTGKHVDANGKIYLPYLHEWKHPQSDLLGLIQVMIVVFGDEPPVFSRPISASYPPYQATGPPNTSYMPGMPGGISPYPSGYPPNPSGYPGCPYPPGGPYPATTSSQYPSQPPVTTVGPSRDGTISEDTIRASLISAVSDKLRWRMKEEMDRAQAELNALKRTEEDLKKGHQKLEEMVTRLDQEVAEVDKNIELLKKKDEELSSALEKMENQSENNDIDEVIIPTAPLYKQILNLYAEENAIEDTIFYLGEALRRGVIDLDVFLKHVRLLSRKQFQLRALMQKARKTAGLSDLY
#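 Compounds were pin-transferred onto Tsg101 binding domain (10 uM final) in HEPES pH 7.5 buffer, then FITC-PTAP peptide was added at 50 nM final. After 20 min at RT, polarization reported peptide displacement across a qHTS concentration series.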
# S-ASM inh: inhibitors of human secretory acid sphingomyelinase; P17405; placental ASM, HMU-PC fluorogenic substrate, 60 min; Potency, µM (doses to about 57.5 µM), without a hit: at the top dose activity change, negative = inhibition, usual class: inhibitors; 0.006% of 340,000 active; note: potency is the fitted concentration of half-maximal effect
#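 Human placenta-derived ASM enzyme was preincubated with compound for 10 minutes at room temperature, then given fluorogenic substrate HMU-PC0 (9 uM final) for 60 minutes at 37 °C; a pH 10 stop preceded fluorescence reading at Ex 386/Em 447 nm.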
# TCR act: activates T cell receptor signaling. primary human leukocytes, anti-CD3, IL-2 HTRF, 48 h. Potency, µM (doses to about 9.22 µM), inactives show at the top dose activation of IL-2 secretion, hits mostly activators. 330,000 tested, under 10 active. AID 504894; note: % of control where 0% means no effect
#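 IL-2 release read by HTRF sandwich (Eu cryptate donor, d2 acceptor, 665 nm emission) after 48 hr exposure of primary human leukocytes to compound together with anti-CD3 beads in the absence of co-stimulatory signals.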
# An asterisk follows results filed as active; ? = inconclusive; / = not tested or not shown; [ ] = dose if it differs, or a comment. Unless noted, calls come from the whole dose curve; as a rule, active = well fitted curve in the direction sought with a large enough effect; inconclusive = small, poorly fitted or top-dose-only effect, or another doubt; inactive = no such curve, though single readings can be large; an effect the other way counts as inactive or inconclusive.
SMILES,Tb PFK block,Mito fusion act,Chronic BCR inh,TSHR antag,ELG1 DNA repair,Eya2 phos inh,Integrin act MD,AT treatment,TSG101-PTAP inh,S-ASM inh,TCR act
COC(=O)c1cc(C(=O)c2ccccc2)n2c(=O)/c(=C\N(C)C)sc12,-10%,5%,-1%,-1,-9%,7%,5%,-5%,-3%,-2%,-3%
CC(=O)Nc1ccc(S(=O)(=O)NC2(C(F)(F)F)NC(=O)N(c3ccc(Cl)cc3)C2=O)cc1 (stereo not drawn),1%,0%,4%,23,16%,-9%,41%[7.66 µM],3%,-3%,-3%,/
CC(=O)Nc1ccccc1/C=C/c1ccc2c(C)cc(C)c(O)c2n1,-5%,13%,-1%,1,-16%,8%,0%,4%,-6%,-6%,-1%[46.1 µM]
Cc1ccc(NC(=O)CN2C(=O)N/C(=C/c3cc(C)n(-c4cccc(C(=O)O)c4)c3C)C2=O)cc1,?,-3%,0%,-8,-16%,-3%,37%,1%,0%,8%,1%
N#Cc1ccccc1N=Cc1ccc(Br)cc1,-3%,-3%,?,2,?,-4%,-14%,-1%,-4%,3%,1%[46.1 µM]
CC(C)NS(=O)(=O)c1ccc(CCC(=O)Nc2ccc3c(c2)OCCO3)cc1,7%,-1%,-2%,11,?,-14%,32%,11%,-2%,3%,4%[46.1 µM]
CCOc1ccc(CCNC(=O)CCn2cccc2)cc1OCC,2%,-1%,0%,-3,-6%,-6%,-19%,-1%,-7%,1%,0%
CCOC(=O)c1c(S(=O)(=O)NCC(C)c2ccccc2)c(C)n(C)c1C (stereo not drawn),-6%,11%,0%,-6,-4%,1%,13%,-3%,-3%,2%,8%
COc1ccc(-n2c(SCC(=O)Nc3nccs3)nc3c(c2=O)SCC3)cc1,-9%,-7%,-1%,1,-12%,8%,-7%,-4%,-3%,5%,0%
C/C(Cc1ccccc1)=N\NC(=O)CNC(=O)c1ccccc1Cl,2%,4%,3%,3,0%,11%,5%,33%,1%,1%,2%
O=C(O)c1ccc2c(c1)C(=O)N(c1nccs1)C2=O,2%,-4%,-1%,-1,3%,6%,26%,7%,-1%,-5%,4%
N=c1c(S(=O)(=O)c2ccc(Br)cc2)cc2c(=O)n3ccccc3nc2n1Cc1ccccc1,0%,-4%,6%,2,1%,6%,23%,3%,?,7%,6%
CCc1ccc(NC(=O)COC(=O)/C=C/c2c(C)nn(C3CCS(=O)(=O)C3)c2Cl)cc1 (stereo not drawn),1%,4%,-15%,-6,-4%,5%,0%,-1%,-5%,-3%,-5%
O=S1(=O)CCO[C@H]2Cc3ccccc3[C@H]2N1Cc1ccccc1F,0%,-1%,-15%,12,-19%,-18%,9%,0%,-5%,0%,9%
O=C(/C=C/c1cccc([N+](=O)[O-])c1)NCCc1ccc(F)cc1,1%,-1%,6%,-4,-5%,5%,13%,-3%,-4%,4%,-3%[46.1 µM]
N#CC(C#N)=Cc1cn(-c2ncc(C(F)(F)F)cc2Cl)c2ccccc12,-13%,10%,?,-11,-29%,-13%,41%,4%,-1%,-8%,5%
CCC(=O)c1ccc(OCC(=O)N2CCc3cc(OC)c(OC)cc3C2)cc1,-7%,2%,?,1,-22%,-4%,-34%,-2%,-4%,-2%,-7%
COc1ccc(Nc2nc(NCc3ccco3)nc(N/N=C/c3ccccc3F)n2)cc1,4%,-23%,-3%,48,?,10%,?,1%,2%,-7%,10%[46.1 µM]
COC(=O)c1ccc(NC(=O)c2ccccc2NS(=O)(=O)c2ccccc2)cc1,-1%,-2%,7%,?,?,-5%,-16%,1%,-10%,-1%,-2%
CCN1C[C@@H]2[C@@H]3C(=O)N(Cc4ccccc4)C(=O)[C@@H]3[C@](Cc3ccccc3)(C(=O)OC)N2C1=NC1CCCCC1,-7%,/,?,-8,-3%,5%,-3%,5%,-1%,8%,-4%[46.1 µM]
CN(C)CCNc1nc(-c2ccco2)c2c(c1C#N)CC(C)(C)OC2,4%,1%,11%,9,2%,-1%,-10%,4%,-7%,/,1%
COC(=O)CCNC(=O)Cn1cnc2sc3c(c2c1=O)CCCC3,0%,-5%,-7%,0,6%,17%,-32%,2%,-1%,6%,-1%
O=C(O)c1cccc(NS(=O)(=O)c2ccc(S(=O)(=O)N3CCOCC3)cc2)c1,13%,0%,-1%,7,28%,12%,18%,0%,-2%,0%,-2%
Cc1occc1C(=O)NNC(=S)Nc1ccccc1C(F)(F)F,-2%,-2%,?,-3,?,0%,0%,-3%,-1%,0%,-4%[46.1 µM]
Cc1ccc(S(=O)Cc2ccc(C(=O)N3CCN(C4CCCCC4)CC3)o2)cc1 (stereo not drawn),2%,1%,-7%,12,25%,-4%,-28%,-5%,-2%,3%,-8%
# Next part.
SMILES,Tb PFK block,Mito fusion act,Chronic BCR inh,TSHR antag,ELG1 DNA repair,Eya2 phos inh,Integrin act MD,AT treatment,TSG101-PTAP inh,S-ASM inh,TCR act
O=c1[nH][nH]c2cc(=O)n(-c3ccc(Cl)cc3)nc12,7%,2%,5%,2,-3%,9%,2%,-3%,0%,-10%,-1%
CCCCc1ccc(NC(=S)Nc2cccnc2)cc1,-1%,17%,?,30,1%,-1%,-16%,0%,-7%,0%,2%[46.1 µM]
Cc1cc(Br)ccc1OCC(=O)NC1CCCC1,2%,0%,?,-43,20%,-2%,?,14%,0%,1%,-7%
CCC(C)c1ccc(NC(=S)Nc2ccc(OC)c(OC)c2)cc1 (stereo not drawn),-2%,5%,1%,3,-16%,-7%,12%,0%,4%,-7%,-6%[46.1 µM]
CCOc1ccc(OCC)c(S(=O)(=O)N2CCCCC2C)c1 (stereo not drawn),-1%,2%,9%,-1,-18%,1%,-32%,17%,-2%,3%,4%
CC(C)CCNC(=O)c1cc(-c2ccco2)nc2ccccc12,-2%,10%,20%,-2,?,-9%,-18%,4%,-8%,123%[activator],-1%
c1ccc2c(c1)nc1n2CCN1CCN1CCCC1,-8%,-7%,1%,10,2%,-2%,-11%,0%,0%,1%,-11%
O=[N+]([O-])c1cccc(-c2nn(-c3ccccc3)cc2CO)c1,1%,27%,?,-4,1%,9%,7%,-7%,1%,-1%,2%
Cc1noc(/C=C/c2ccccn2)c1[N+](=O)[O-],1%,-28%,?,-11,18µM*,0%,19%,25%,-4%,-5%,-2%
COc1ccc(Br)cc1S(=O)(=O)N1CCOCC1,-6%,3%,?,-6,14%,-10%,10%,0%,-3%,-1%,9%
O=C(CSc1nnc(Cc2ccc3c(c2)OCO3)n1C1CCCCC1)NC1CCCC1,0%,2%,-4%,-3,?,1%,-1%,1%,-5%,0%,1%[46.1 µM]

# Five of the compounds above, with values under each structure:
# Every second line gives: Tb PFK block | Mito fusion act | Chronic BCR inh | TSHR antag | ELG1 DNA repair | Eya2 phos inh | Integrin act MD | AT treatment | TSG101-PTAP inh | S-ASM inh | TCR act
> CCOc1ccc(OCC)c(S(=O)(=O)N2CCCCC2C)c1 (stereo not drawn)
    -1% | 2% | 9% | -1 | -18% | 1% | -32% | 17% | -2% | 3% | 4%
> CC(C)CCNC(=O)c1cc(-c2ccco2)nc2ccccc12
    -2% | 10% | 20% | -2 | ? | -9% | -18% | 4% | -8% | 123%[activator] | -1%
> c1ccc2c(c1)nc1n2CCN1CCN1CCCC1
    -8% | -7% | 1% | 10 | 2% | -2% | -11% | 0% | 0% | 1% | -11%
> O=[N+]([O-])c1cccc(-c2nn(-c3ccccc3)cc2CO)c1
    1% | 27% | ? | -4 | 1% | 9% | 7% | -7% | 1% | -1% | 2%
> Cc1noc(/C=C/c2ccccn2)c1[N+](=O)[O-]
    1% | -28% | ? | -11 | 18µM* | 0% | 19% | 25% | -4% | -5% | -2%
